# Assay outcomes from PubChem.
# NOD2 inhibition: NOD2 signaling inhibitors, cell-based, luminescence, uHTS, HEK293 (AID 1566); inhibition, % at 4 µM, or EC50 in µM where a hit was titrated; HEK293 NOD2/NF-kB luciferase reporter, luminescence; higher % means a stronger effect; 0.63% of 290,000 active; further: many of its hits are not listed in these tables
# KOR beta-arrestin-1: KOR antagonists, beta-arrestin recruitment, cell-based, luminescence, uHTS (AID 1778) | inhibition, % at 10 µM, or IC50 in µM where a hit was titrated | KOR beta-arrestin recruitment, luminescence, antagonist mode; higher % means a stronger effect | 0.091% of 290,000 active; further: strong numbers were not always called active
# SIAH1 antagonists: Siah-1 peptide-binding antagonists, primary screen, biochemical, fluorescence polarization, rhodamine-plectin, uHTS (AID 1817) | E3 ubiquitin-protein ligase SIAH1 (Homo sapiens) | Siah-1 / rhodamine-plectin peptide fluorescence polarization; higher % means a stronger effect | one-dose displacement, % at 20 µM; IC50 in µM for titrated hits | 0.02% of 290,000 active;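 active means displacement of at least 50% at 20 µM, with a fluorescence ratio check between 0.3 and a set limit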;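 further: plate controls were Siah plus tracer with DMSO for no effect and tracer alone without Siah for full effect; strong numbers were not always called active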
# Myeloid diff MLP: induction of myeloid progenitor differentiation, primary screen, cell-based, flow cytometry, MLPCN library; 1% of 360,000 active; calls only at 10 µM; ER-HoxA9 myeloid progenitors, lysozyme-GFP differentiation;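 active means normalized GFP-positive differentiation at or above the plate's own cutoff, the solvent-only control mean plus 3 SD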;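 further: cells exposed to compound for four days before flow analysis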
# HIV fusion peptide: inhibitors of HIV fusion peptide binding, primary screen, biochemical, uHTS, fluorescence dequenching (AID 1986). 0.3% of 290,000 active. one-dose inhibition, % at 20 µM; IC50 in µM for titrated hits. cell-free peptide binding, fluorescence dequenching, 30 min; higher % means a stronger effect; in the data active means inhibition mostly above about 52%, no sharp cut-off; inactive means mostly below about 76%; further: some results filed as inactive read as strong as hits
# PhoP inhibition: inhibitors of PhoP regulon expression, primary screen, Salmonella Typhimurium, GFP reporter (AID 1863). S. Typhimurium PhoP-regulated promoter GFP reporter, 4 h; higher % means a stronger effect. one-dose inhibition, % at 50 µM; IC50 in µM for titrated hits. 0.16% of 300,000 active;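 active means inhibition over 29.93%, a cutoff 3 SD above the screen mean, later confirmed by dose response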;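 further: 0% = low Mg2+ inducing control and 100% = high Mg2+ repressing control; strong numbers were not always called active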
# LYP inhibition: inhibitors of LYP phosphatase, biochemical, fluorescence intensity, uHTS (AID 1779) | Tyrosine-protein phosphatase non-receptor type 22 (Homo sapiens) | recombinant LYP phosphatase, fluorescence intensity; higher % means a stronger effect | inhibition, % at 11.5 µM; hits with a dose series show IC50 in µM | 0.054% of 290,000 active;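 further: plate controls were vehicle with enzyme for no effect and no enzyme for full effect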
# KOR beta-arrestin-2: KOR agonists, beta-arrestin recruitment, primary screen, cell-based, luminescence, uHTS (AID 1777) | 0.02% of 280,000 active | one-dose activation, % at 10 µM; EC50 in µM for titrated hits | Kappa-type opioid receptor (Homo sapiens) | KOR beta-arrestin recruitment, luminescence; higher % means a stronger effect; in the data active means activation above about 50%, passing the limit was not always enough; further: a part of the inactive calls stands beside numbers as strong as those of hits
# NOD1 inhibition: NOD1 signaling inhibitors, primary screen, cell-based, luminescence, uHTS (AID 1578); inhibition, % at 4 µM; hits with a dose series show EC50 in µM; 1% of 290,000 active; NOD1-driven NF-kB luciferase reporter cells, luminescence; higher % means a stronger effect; in the data active means inhibition mostly above about 36%, no sharp cut-off; inactive means mostly below about 34%;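 further: HEK-293T reporter cells stimulated with the NOD1 agonist gamma-tri-DAP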
# Myeloid diff MLP GFP+ MAC1+ %: also measured in Myeloid diff MLP; calls as there; GFP+ MAC1+ double positive, %; measured here: differentiation confirmed by MAC1 staining
# * hit, by the source's call; i = inactive. Unless noted, no stated cut-off is given here; in the data, active means inhibition above about 50%; inactive means the rest.
SMILES,NOD2 inhibition,KOR beta-arrestin-1,SIAH1 antagonists,Myeloid diff MLP,Myeloid diff MLP GFP+ MAC1+ %,HIV fusion peptide,PhoP inhibition,LYP inhibition,KOR beta-arrestin-2,NOD1 inhibition
COC(=O)c1ccccc1NC(=O)c1ccc(-c2ccc(Br)cc2)o1,-4%,9%,3%,i,0.9,1.6%,-4%,-4%,-6.1%,-103%
O=C1c2ccccc2C(=O)N1CCCCON1C(=O)c2ccccc2C1=O,8%,-10%,4%,i,0.2,-1.0%,-6%,-6%,6.1%,-20%
O=C(c1ccccc1Br)N1CCc2c([nH]c3ccccc23)C1,15%,-4%,5%,i,0.7,1.8%,1%,-1%,-5.1%,-3%
COc1cccc(NC(=O)c2nnn(Cc3ccc(Br)cc3F)c2N)c1,-42%,-16%,13%,i,1.2,1.6%,0%,1%,-1.9%,-29%
CSc1ccc(S(=O)(=O)NCc2ccccc2)cc1,14%,-19%,1%,i,2.7,-2.1%,-3%,0%,-7.1%,19%
CCOC(=O)CN1C(=O)N(c2ccccc2OC)S(=O)(=O)c2ccccc21,15%,3%,2%,i,1.1,-0.9%,6%,-6%,-6.7%,-10%
O=C(Cc1ccc(Br)cc1)N/N=C/c1cccnc1,12%,-6%,-3%,i,1.7,-0.1%,5%,-11%,-1.8%,3%
Cc1ccc2cc3cc(C(=O)NCCCN4CC(C)CC(C)C4)oc3nc2c1 (stereo not given),9%,-34%,0%,i,0.0,1.4%,5%,-10%,-2.4%,-15%
O=C(CNC(=S)N(Cc1ccccc1)Cc1cccnc1)NC1CCCC1,12%,20%,2%,i,3.3,0.3%,6%,-2%,-1.0%,-14%
Cn1c(=N)n(CC(=O)c2cccs2)c2ccccc21,-69%,-12%,2%,i,0.7,1.8%,24%,-6%,3.9%,-57%
CCOC(=O)C1CCN(C(=O)c2cc3c(ccc4ccccc43)o2)CC1,-100%,-19%,6%,i,0.7,-0.8%,-4%,6%,-2.2%,-136%
CCN(Cc1ccccc1)Cc1nc(CCc2ccccc2)no1,12%,-6%,-1%,i,0.4,-0.4%,-2%,-8%,0.1%,-27%
O=C(NCc1ccccc1)C(C(=O)c1ccc(F)cc1)n1ccccc1=O (stereo not given),-20%,10%,0%,i,8.9,4.4%,-1%,0%,3.8%,-2%
Cc1c(S(=O)(=O)NC(C)c2ccccc2)c(=O)n(C)c(=O)n1C (stereo not given),-6%,10%,-3%,i,0.6,-2.0%,0%,-8%,-0.7%,-40%
S=C(NCCc1ccccc1)NCc1cccc(Cl)c1,11%,-1%,2%,i,1.0,0.5%,2%,0%,-4.2%,-24%
CCOc1ccccc1OCCCOc1ccc([N+](=O)[O-])cc1Cl,-24%,-19%,-7%,i,0.7,2.0%,0%,-3%,8.5%,-2%
COc1ccc(S(=O)(=O)N2CCC(C(=O)NC3CC3)CC2)cc1Cl,2%,-11%,-2%,i,0.2,-1.2%,-4%,-5%,1.4%,-12%
COc1ccc(/C=C2\SC(=S)N(CC(=O)Nc3nnc(C)s3)C2=O)cc1,0%,-36%,-10%,i,1.9,3.2%,-2%,1%,2.7%,34%
O=C(OC1CCOC1=O)c1cc(-c2ccc(Cl)cc2)nc2ccccc12 (stereo not given),9%,-16%,0%,i,5.3,1.2%,-3%,2%,0.1%,5%
CC1CC(C)CN(C(=O)CCC(=O)Nc2nnc(C(C)C)s2)C1 (stereo not given),16%,7%,5%,i,12,1.1%,1%,-10%,1.9%,-18%
Cc1cc(OC(=O)CNC(=O)OC(C)(C)C)c2c(C)cc(=O)oc2c1,4%,17%,-3%,i,0.5,2.3%,6%,-6%,-3.8%,12%
COc1ccc(OCC(=O)Nc2ccccc2C(=O)N2CCCC2)cc1,1%,8%,0%,i,1.2,-2.6%,-4%,-4%,-0.9%,-26%
CCN(CC)CCNC(=O)Cc1c(C(=O)O)n(CC)c2ccccc12,-3%,28%,1%,i,5.5,0.0%,2%,-7%,-2.2%,-18%
CCc1ccc(NC(=O)Cn2c(=O)c3cccn3c3ccccc32)cc1,8%,0%,-8%,i,0.0,-0.5%,0%,-6%,-3.8%,-17%
CCn1c(CNC(=O)COc2ccc(C(C)C)cc2)nnc1SCC(=O)Nc1cc(F)ccc1C,11%,23%,1%,i,8.2,-0.2%,-4%,-7%,-2.0%,5%

# Complete entries from above. Order of screens: NOD2 inhibition | KOR beta-arrestin-1 | SIAH1 antagonists | Myeloid diff MLP | Myeloid diff MLP GFP+ MAC1+ % | HIV fusion peptide | PhoP inhibition | LYP inhibition | KOR beta-arrestin-2 | NOD1 inhibition
# CCN(Cc1ccccc1)Cc1nc(CCc2ccccc2)no1 is entered as 12% | -6% | -1% | i | 0.4 | -0.4% | -2% | -8% | 0.1% | -27%
# O=C(Cc1ccc(Br)cc1)N/N=C/c1cccnc1 is entered as 12% | -6% | -3% | i | 1.7 | -0.1% | 5% | -11% | -1.8% | 3%

# Later entries.
SMILES,NOD2 inhibition,KOR beta-arrestin-1,SIAH1 antagonists,Myeloid diff MLP,Myeloid diff MLP GFP+ MAC1+ %,HIV fusion peptide,PhoP inhibition,LYP inhibition,KOR beta-arrestin-2,NOD1 inhibition
CCn1c(C(C)NC(=O)c2cccc(C)c2)nc2ccccc21 (stereo not given),4%,-25%,1%,i,1.4,-0.2%,8%,-3%,0.3%,-30%
O=C(COc1ccc2c(-c3ccccc3)cc(=O)oc2c1)NCCCN1CCOCC1,5%,-1%,3%,i,2.4,-0.5%,5%,-6%,4.3%,-15%
Cc1ccc2c(=O)[nH]c(Nc3nc(C)cc(-c4ccccc4)n3)nc2c1,27%,-32%,9%,i,0.0,4.8%,0%,-3%,7.2%,17%
C=CCN(c1nc(C)c(Br)c(OC)n1)S(=O)(=O)c1ccc(C)cc1,0%,-12%,1%,i,0.9,1.6%,-2%,-3%,2.5%,-14%
COC(=O)C1CCN(C(=O)/C(C)=C\c2ccccc2)CC1,3%,-18%,0%,i,0.2,0.7%,-4%,-6%,-1.3%,-32%
COc1ccc(-c2cn[nH]c2-c2ccc(O)cc2O)cc1OC,6%,-25%,4%,i,0.3,-2.3%,-7%,-2%,-1.3%,-7%
CC(Oc1ccccc1)C(=O)OCC(=O)NC(=O)NCc1ccco1 (stereo not given),8%,-12%,-1%,i,1.2,0.6%,9%,-5%,-5.9%,-2%
Cc1cccc(NC(=S)NCc2cccs2)c1C,0%,6%,-1%,i,0.7,-2.2%,7%,-6%,-2.7%,4%
CC(=O)N(CCCN(C)C)Cc1ccccn1,13%,5%,-3%,i,0.2,0.3%,-9%,-10%,1.2%,-2%
O=C(Nc1cccc2nsnc12)C1CC(=O)N(c2ccccc2)C1 (stereo not given),9%,0%,-5%,i,0.5,1.9%,8%,0%,-1.1%,3%
CCN(CC)CCSc1nnc2c3cc(C)ccc3n(Cc3ccccc3)c2n1,36%,18%,2%,i,0.0,-2.6%,-8%,-9%,3.8%,3%
CC(C)CC(C(=O)NC(C)(C)C)N(Cc1ccccc1Cl)C(=O)c1snc(C(N)=O)c1N (stereo not given),-1%,-28%,7%,i,0.6,1.2%,15%,-5%,4.0%,23%
COC(=O)c1ccccc1NC(=O)NCc1ccc2c(c1)OCO2,-4%,-5%,17%,i,0.7,-0.6%,40%,0%,2.1%,-20%
Cc1ccc(-c2[nH]nc3c2C(c2ccoc2)C(C#N)=C(N)O3)cc1C (stereo not given),4%,16%,6%,i,8.0,13%,-4%,-2%,-2.7%,-13%
N#C/C(=C\c1cccnc1)C(=O)Nc1ccc(S(N)(=O)=O)cc1,8%,19%,2%,i,0.2,0.2%,4%,-9%,-2.3%,-22%

# Pulled one by one from the entries so far:
SMILES,NOD2 inhibition,KOR beta-arrestin-1,SIAH1 antagonists,Myeloid diff MLP,Myeloid diff MLP GFP+ MAC1+ %,HIV fusion peptide,PhoP inhibition,LYP inhibition,KOR beta-arrestin-2,NOD1 inhibition
O=C(COc1ccc2c(-c3ccccc3)cc(=O)oc2c1)NCCCN1CCOCC1,5%,-1%,3%,i,2.4,-0.5%,5%,-6%,4.3%,-15%
O=C(Nc1cccc2nsnc12)C1CC(=O)N(c2ccccc2)C1 (stereo not given),9%,0%,-5%,i,0.5,1.9%,8%,0%,-1.1%,3%
Cc1ccc(-c2[nH]nc3c2C(c2ccoc2)C(C#N)=C(N)O3)cc1C (stereo not given),4%,16%,6%,i,8.0,13%,-4%,-2%,-2.7%,-13%
C=CCN(c1nc(C)c(Br)c(OC)n1)S(=O)(=O)c1ccc(C)cc1,0%,-12%,1%,i,0.9,1.6%,-2%,-3%,2.5%,-14%
COC(=O)C1CCN(C(=O)/C(C)=C\c2ccccc2)CC1,3%,-18%,0%,i,0.2,0.7%,-4%,-6%,-1.3%,-32%

# Only part of the results is shown. The share of hits here may be higher or lower than overall.
